IMPase Li inh: cell-permeable IMPase inhibitors with lithium potentiation. CHO-M1 cells, IP1 TR-FRET (IP-One), carbachol + lithium. Potency, µM (series often up to 59.4 µM), inactives show at the highest dose activity, negative = IMPase inhibition, usual class: inhibitors. actives 0.35% (n = 210,000);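 also: IP1 builds up when IMPase is blocked and the TR-FRET signal falls; potency is read from the fitted curve at half-maximal effect; plate controls were basal vehicle for no effect and high inhibitor control for full effect; nearly all actives have a fitted effect of over 50% in size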
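CHO cells stably expressing M1 receptor (2000/well, cultured 16–30 h) treated 30 min at 37C with compound plus low lithium. Cytosolic IP1 by TR-FRET (665/620 ratio and 620 channel) after 10 min lysis; AC50 by Hill fit.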
HttQ103 aggreg: inhibitors of mutant huntingtin aggregate formation in PC12 cells | Potency, µM (titrated, usually from 46.1 µM), inactives show at the highest dose activity change, negative = inhibition, hits mostly inhibitors | PC12 HttQ103-GFP aggregates, Acumen cytometry, 40 h | actives 1.1% (n = 220,000); also: potency is read from the fitted curve at half-maximal effect; % is scaled to controls: 0 for no effect and ±100 for the full control effect; nearly all actives have a fitted effect of over 60% in size
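PC12 cells stably carrying ecdysone-inducible HTT exon 1 Q103–GFP were induced with tebufenozide (100 nM final) and treated with library compounds in titration. GFP aggregates in lysates were counted by laser scanning cytometry.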
Epigenetic reg: regulators of epigenetic silencing causing reporter derepression in mouse cells; Potency, µM (series often up to 53.9 µM), for inactives: at the top dose GFP activation, hits mostly activators; actives 0.2% (n = 280,000); murine LDR cells, GFP reporter derepression, 30 h; also: potency is read from the fitted curve at half-maximal effect; % of control where 0% means no effect; nearly all actives have a fitted effect of over 60% in size
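Derepression of a silenced CMV-GFP reporter in murine LDR cells is scored by enumerating GFP-positive cells with a laser-scanning microplate cytometer after 30 hours of treatment at 37 C.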
NPSR antag: blocks cAMP signaling of the human neuropeptide S receptor. Q6W5P4. CHO-NPSR cells, cAMP TR-FRET, antagonist mode. Potency, µM (doses to about 38.3 µM), for inactives: at the top dose activity change, negative = inhibition, hits mostly inhibitors. actives 1% (n = 220,000). AID 1461; also: potency is read from the fitted curve at half-maximal effect; % is scaled to controls: 0 for no effect and ±100 for the full control effect; nearly all actives have a fitted effect of over 50% in size; many of its hits are not listed in these tables
Target sequence (Q6W5P4 whole entry, looked up): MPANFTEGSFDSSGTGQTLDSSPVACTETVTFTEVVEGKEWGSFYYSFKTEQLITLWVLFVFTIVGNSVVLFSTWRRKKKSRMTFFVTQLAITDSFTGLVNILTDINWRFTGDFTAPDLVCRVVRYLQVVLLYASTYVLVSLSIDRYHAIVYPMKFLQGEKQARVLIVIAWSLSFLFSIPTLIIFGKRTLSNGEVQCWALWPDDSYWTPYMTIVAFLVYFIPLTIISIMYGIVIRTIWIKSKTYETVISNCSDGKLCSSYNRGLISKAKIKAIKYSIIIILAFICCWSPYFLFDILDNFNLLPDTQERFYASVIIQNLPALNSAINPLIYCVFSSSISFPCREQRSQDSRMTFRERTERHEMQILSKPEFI
KinaseGlo FLuc: counter-screen: inhibitors of Kinase-Glo firefly luciferase; Potency, µM (doses to about 38.3 µM), for inactives: top-dose activity change, negative = inhibition, most hits filed as inhibitors; Kinase-Glo luciferase, ATP luminescence, 8 min; Q27757; actives 0.28% (n = 200,000); also: potency is read from the fitted curve at half-maximal effect; % is scaled to controls: 0 for no effect and ±100 for the full control effect; nearly all actives have a fitted effect of over 60% in size
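Compound is pinned into ATP-containing buffer (10 uM ATP, imidazole pH 7.2, 7 mM MgCl2). Kinase-Glo luciferase reagent is then added. Light output is recorded following an 8-min room-temperature incubation.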
Lamin A splicing: LMNA splicing modulation; HeLa LMNA splicing GFP/RFP minigene ratio, 48 h; Potency, µM (doses to about 46.1 µM), inactives show top-dose ratio change, negative = inhibition, usual class: inhibitors; actives 0.01% (n = 200,000); AID 1487; active = well fitted inhibition curve with a large enough effect in the signal ratio, with a control signal flat, not every such curve was filed as active; inconclusive = small, poorly fitted or top-dose-only effect, or effect the other way, or a change in a side signal; the % refers to the signal ratio; also: potency is read from the fitted curve at half-maximal effect; % is scaled to controls: 0 for no effect and ±100 for the full control effect
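S3 HeLa stable clones carrying a lamin A-EGFP splicing minigene plus DsRed2 were seeded at 600 cells/well in Opti-MEM with 2% FBS, pin-dosed and incubated 48 h at 37°C. Acumen cytometry (488 nm) gave the GFP/RFP total-intensity ratio.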
CBFb RUNX1 block: inhibitors of human CBF-beta and RUNX1 interaction | AlphaScreen CBFb-His/RUNX1-biotin binding, biochemical | 230,000 tested, under 10 active | Potency, µM (highest dose often 59.8 µM), inactives show at the top dose activity, negative = inhibition, hits mostly inhibitors | AID 1477; also: % of control where 0% means no effect
Target sequence (Q01196 whole entry, looked up): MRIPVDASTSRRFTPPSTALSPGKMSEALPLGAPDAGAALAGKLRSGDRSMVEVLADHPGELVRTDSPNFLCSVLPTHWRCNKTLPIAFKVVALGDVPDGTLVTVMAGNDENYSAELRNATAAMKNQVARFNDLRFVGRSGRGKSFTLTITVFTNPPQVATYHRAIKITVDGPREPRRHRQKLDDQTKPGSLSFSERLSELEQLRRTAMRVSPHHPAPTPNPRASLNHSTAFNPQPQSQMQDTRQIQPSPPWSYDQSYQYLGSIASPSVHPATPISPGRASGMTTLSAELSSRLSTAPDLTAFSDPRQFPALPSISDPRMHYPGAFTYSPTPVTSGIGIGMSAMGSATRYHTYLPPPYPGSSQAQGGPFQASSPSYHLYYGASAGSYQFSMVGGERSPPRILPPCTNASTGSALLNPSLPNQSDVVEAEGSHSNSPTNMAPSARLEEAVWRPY
Target sequence (Q13951 whole entry, looked up): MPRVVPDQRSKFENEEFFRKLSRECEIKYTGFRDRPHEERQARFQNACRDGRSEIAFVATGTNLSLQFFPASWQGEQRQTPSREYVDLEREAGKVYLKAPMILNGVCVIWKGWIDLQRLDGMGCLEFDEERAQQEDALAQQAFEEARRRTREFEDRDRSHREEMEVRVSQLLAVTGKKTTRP
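Room-temperature protein-protein interaction test with 30 nM each of His-tagged CBF-beta and biotinylated RUNX1, 15 min with compound, then 90 min with nickel plus streptavidin beads. Signal read in AlphaScreen mode.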
The depositor's hits bear a star; ? = inconclusive; . = not tested or not shown; & = joins results of further samples; [ ] = remark or other dose. Unless noted, calls follow the shape of the dose curve; as a rule, active = well fitted curve in the direction sought with a large enough effect; inconclusive = small, poorly fitted or top-dose-only effect, or another doubt; inactive = no such curve, though single readings can be large; an effect the other way counts as inactive or inconclusive. Some of the compounds tested; rates above refer to the full screens.

Order of values: IMPase Li inh	HttQ103 aggreg	Epigenetic reg	NPSR antag	KinaseGlo FLuc	Lamin A splicing	CBFb RUNX1 block
#1 CCc1ccccc1NC(=O)N1CCC(NC(=O)C(Cc2ccc(OC)c(OC)c2)NC(C)=O)CC1 (stereo not drawn)
    1%[38.3 µM]	10%	1.0%	1%[46.1 µM]	3%	3%	3%
#2 Cc1cccc2cc(CN(Cc3ccc(F)cc3)C(=O)N(C)C)c3nnnn3c12
    14%[38.3 µM]	-13%	-7.6%	-30%[46.1 µM]	-3%	?	-5%
#3 CC(=O)c1ccc(NC(=S)NCCc2ccc(S(N)(=O)=O)cc2)cc1
    4%	6%	-1.9%	0%	-2%	17%[46 µM]	2%
#4 CCOC(=O)CCP(=O)(O)C(O)(c1ccccc1)c1ccccc1
    14%[38.3 µM]	2%	-2.0%	-4%[46.1 µM]	-1%	4%	0%
#5 COc1ccc(CCNCc2csc3nc4ccccc4n23)cc1OC
    1%[38.3 µM]	7.1µM*	2.0%	11%[46.1 µM]	-3%	?	-2%
#6 COc1cc(SC)ccc1C(=O)Nc1ncc(Cl)cc1Cl
    -10%	2%	11%	-8%	-1%	2%[46 µM]	11%
#7 O=C(NC1CC2CCCC(C1)N2Cc1ccccc1)C1CCCCC1 (stereo not drawn)
    22%	15%[9.22 µM]	4.1%	3%	-2%	?	2%
#8 Cc1ccccc1CNC(=O)/C=C\C(=O)O
    1%	-4%	0.0%	13%	2%	12%	0%
#9 Cc1cc(C)cc(-c2nc(-c3ccncc3)no2)c1
    7%[38.3 µM]	4%	-0.2%	-7%[46.1 µM]	-7%	14%	3%
#10 Cc1ccc(-c2noc(-c3cc4ccccc4oc3=O)n2)cc1
    -20%[38.3 µM]	19%	0.0%	-10%[46.1 µM]	-1%	-12%	2%
#11 CC(=O)c1ccc(OCC(C)C)c(CC(C(N)=O)C(N)=O)c1
    -6%[38.3 µM]	13%	0.0%	-1%[46.1 µM]	1%	6%	-1%
#12 COc1ccc(NC(=O)CC2C(=O)N(c3ccc(OC)cc3)C(=O)N2C(C)C)cc1 (stereo not drawn)
    11%[38.3 µM]	12%[9.22 µM]	-2.1%	-9%[46.1 µM]	3%	9%	-1%
#13 CN1CCN(c2nc3c(c(=O)[nH]c(=O)n3C)n2CCCSc2nnnn2-c2ccccc2)CC1
    1%	4%	-0.5%	-14%	2%	-7%[46 µM]	-8%
#14 O=C1CC2C(=O)NCCN2C(=NC(=O)c2ccccc2)N1 (stereo not drawn)
    -1%	5%[9.22 µM]	1.5%	-11%	4%	6%[46 µM]	15%
#15 Cc1ccc(S(=O)(=O)N(C(=O)c2ccncc2)c2ccc(OC(=O)c3ccncc3)cc2)c(C)c1
    -2%	-10%	1.0%	10%	-3%	-7%	2%
#16 CCOCCCNC(=O)C1CCCN(S(=O)(=O)CC)C1 (stereo not drawn)
    7%[38.3 µM]	3%	-0.8%	1%[46.1 µM]	3%	2%	0%
#17 Cc1ccc2nc(SCC(=O)NCC3CCCO3)c(C#N)cc2c1 (stereo not drawn)
    ?	18%	-0.7%	?	1%	-6%	2%
#18 CCOC(=O)c1c(-c2cccc([N+](=O)[O-])c2)csc1NC(=O)CCCOc1ccccc1
    .	12%	?	-23%[46.1 µM]	.	-9%	-5%
#19 CCOc1ccccc1C1CC(=O)NC2=C1C(=O)CCC2 (stereo not drawn)
    -29%[38.3 µM]	2%	0.9%	0%[46.1 µM]	0%	-18%	7%
#20 COc1ccc(Oc2c(C)oc3c(CN4CCOCC4)c(O)ccc3c2=O)cc1
    -26%[38.3 µM]	-16%	-1.1%	-6%[46.1 µM]	-5%	0%	2%
#21 CCOC(=O)/C(=C/C=C1\Sc2ccccc2N1CC)C(C)=O
    42%[activator]	-4%	?	-25%	-2%	17%	-12%
#22 O=C1NC2(CCCCCC2)Cc2ccccc21
    34%[38.3 µM]	-7%	-2.5%	-14%[46.1 µM]	-6%	-8%	-5%
#23 CCN(CC)S(=O)(=O)c1ccc2c(c1)nc(SCC(N)=O)n2-c1ccc(OC)cc1
    -17%[38.3 µM]	14%[9.22 µM]	-4.3%	?	2%	0%	-5%
#24 COc1ccc2[nH]c(CN3CCN(CCC(C)C)C(CCO)C3)c(C)c2c1 (stereo not drawn)
    3%	-10%[9.22 µM]	5.2%	-4%	0%	-4%[46 µM]	-2%
#25 COC(=O)c1cccc(NC(=O)c2cc(OC)c(OC)c(OC)c2Br)c1
    11%	-8%	0.0%	14%	4%	-13%	3%
#26 CCOC(=O)C1CCN(c2ccc([N+](=O)[O-])cc2)CC1
    6%	.	0.0%	-22%	-3%	1%[46 µM]	-3%
#27 C/C(CCC(C)C)=N\NC(=S)Nc1cc(S(=O)(=O)N2CCOCC2)ccc1N1CCOCC1
    14%	15%	4.5%	-46%	-1%	.	-2%
#28 FC(F)(F)C1=CC(c2ccc(Br)cc2)=NCCN1
    -11%[38.3 µM]	-17%	0.9%	-7%[46.1 µM]	1%	5%	1%
#29 Cc1ccc(Nc2nc(N)nc(CN3CCN(Cc4ccc5c(c4)OCO5)CC3)n2)cc1
    23%[38.3 µM]	20%	-7.9%	-5%[46.1 µM]	0%	?	-8%
#30 CC1(C)CC(N2CCN(CCO)CC2)=CC(=S)N1
    .	-2%[9.22 µM]	-1.3%	-5%	.	.	1%
#31 COc1ccc(CCN2CNc3c(c(=O)n(C)c(=O)n3C)C2)cc1
    -2%[38.3 µM]	10%	1.6%	17%[46.1 µM]	1%	4%	5%
#32 CC(C)C(OC(=O)c1cc2occc2n1C)C(=O)NCc1ccc2c(c1)OCO2 (stereo not drawn)
    -4%[38.3 µM]	-11%	-2.6%	-26%[46.1 µM]	1%	?	-5%
#33 CSc1sc(C#N)c2c1/C(=N\O)CCC2
    .	8%[9.22 µM]	0.0%	-1%	.	3%[46 µM]	1%
#34 C=CCNC(=S)NNC(=O)c1csc(CC)c1
    -5%	13%	0.1%	-2%	0%	-5%	0%
#35 N#Cc1nc(COc2ccc(Cl)cc2)oc1N1CCCCCC1
    40%[activator][38.3 µM]	-30%	-1.1%	?	2%	0%	?
#36 CCOC(=O)CN(C(=O)CSc1nnc(-c2cccc(OC)c2)o1)c1ccc(F)cc1
    8%[38.3 µM]	?	-2.9%	-29%[46.1 µM]	-2%	?	1%
#37 COCCNC(=O)CCCn1c(=O)c2cc(OC)c(OC)cc2n(CC(=O)Nc2ccc(F)cc2)c1=O
    -7%	23%	1.0%&6.7%	8%	6%	.	-5%
#38 CCCCC#Cc1ccc(C(=O)NNC(=O)Nc2cc(Cl)cc(Cl)c2)o1
    .	13%[9.22 µM]	-1.4%	-2%[7.67 µM]	.	.	1%
#39 O=C(C1=C[C@H](c2ccc(Br)cc2)C[C@H](OCCCCO)O1)N1CCN(Cc2ccccc2)CC1
    -11%	11%[9.22 µM]	1.9%	?	.	.	-3%
#40 CC1=CC2=NC(=O)/C(=C\c3cccn3CCOc3ccccc3)C(=N)N2O1
    -1%	-8%	-1.9%	-28%	0%	?	-26%
#41 O=C(O)[C@@H]1Cc2ccccc2N1
    .	-16%[9.22 µM]	1.1%	-7%	.	-4%[46 µM]	-11%
#42 Cc1ccc(C)c(N2CCN(CCCNC(=O)Cn3cc4c(n3)CCCCC4)CC2)c1
    39%[activator][38.3 µM]	-18%	0.0%	8%[46.1 µM]	2%	-24%	5%
#43 O=C1C(=O)N(Cc2ccc(Cl)c(Cl)c2)c2ccccc21
    31%[activator]	.	-4.3%	.	-2%	.	7%[21.7 µM]
#44 O=C(O)CCCN=CC1=C(O)CNC1=O
    0%	?	1.7%	15%	3%	.	-6%
#45 COc1ccc(-c2[nH]ncc2CNCCCSC)cc1F
    5%	?	0.0%	-8%	0%	?	5%
#46 CCOC(=O)C1=C(COC(=O)C2(C)CC2(Cl)Cl)NC(=O)NC1c1ccccc1 (stereo not drawn)
    7%	5%	1.7%	13%	1%	.	-16%
#47 COc1ccc(C(=O)c2cc(C(C)=O)c(Nc3ccccc3)s2)cc1
    9%	-7%	0.0%	-13%	-1%	?	0%
#48 O=S(=O)(NCc1ccco1)c1cccc(S(=O)(=O)N2CCCCC2)c1
    1%[38.3 µM]	2%	-0.2%	-12%[46.1 µM]	-4%	-6%	-19%
#49 CC(C)NC(=O)NS(=O)(=O)c1cnccc1NC1CC2CCC1C2 (stereo not drawn)
    7%	-6%	-1.0%	-2%[46.1 µM]	-6%	-11%	4%
#50 Cc1cc(N2CCCC2)nc(N2C3CCC2CC(O)(c2ccc(F)cc2)C3)n1 (stereo not drawn)
    24%	-13%[9.22 µM]	2.4%	35%	-2%	?	-3%
#51 Cc1ccc(-n2ncc3c(=O)[nH]c(SC(C)C)nc32)cc1
    0%	-11%	2.0%	16%	4%	-11%	3%
#52 CC/C(C)=N/Nc1cccc([N+](=O)[O-])c1
    10%	15%	-1.1%	-4%	-5%	11%	-7%
#53 CCn1c(C)cc(/C=C2/SC(=O)N(C(C)C(=O)OC)C2=O)c1C (stereo not drawn)
    .	-5%[9.22 µM]	0.0%	-10%	.	.	-6%
#54 CCCCSc1nnc(CSc2nc3nc(C)cc(C)n3n2)o1
    1%[38.3 µM]	-6%	1.2%	-13%[46.1 µM]	-1%	?	0%
#55 Cc1cccc(C)c1NC(=O)NN(C(=O)c1ccccc1)C(C)(C)C
    17%	12%	0.0%	4%	-1%	6%	4%
#56 O=C(CSc1nc2ccc([N+](=O)[O-])cc2[nH]1)c1ccc(Cl)cc1
    16%	?	-1.1%	-10%	-4%	-8%	-12%
#57 CCOC(=O)c1c(NC(=O)CSc2nnc(-c3c[nH]c4ccccc34)n2CCOC)sc2c1CCCCC2
    3%	11%	0.1%	-59%	2%	?	-9%

Compound profiles, from the list above. Values in the order: IMPase Li inh | HttQ103 aggreg | Epigenetic reg | NPSR antag | KinaseGlo FLuc | Lamin A splicing | CBFb RUNX1 block
COc1ccc(-c2[nH]ncc2CNCCCSC)cc1F reads 5% | ? | 0.0% | -8% | 0% | ? | 5%
CSc1sc(C#N)c2c1/C(=N\O)CCC2 reads . | 8%[9.22 µM] | 0.0% | -1% | . | 3%[46 µM] | 1%

Screening results deposited in PubChem by National Center for Advancing Translational Sciences (NCATS).
